Screening results: PubChem, several laboratories
Rv3671c inh – inhibitors of M. tuberculosis serine protease Rv3671c. 320,000 compounds, 0.048% hits. inhibition, % at 5.96 µM. P9WHR9; in the data active = inhibition above about 38%;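 also: extracellular domain of Rv3671c used as enzyme; 0% = enzyme with DMSO and 100% = no enzyme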
CCHFV vOTU inh – blocks the CCHF virus ovarian tumor domain protease; CCHFV vOTU protease, Pep-AMC fluorescence; inhibition, % at 11.5 µM; 370,000 compounds, 0.55% hits; in the data active = inhibition above about 30%; also: 0% = vehicle wells with enzyme and 100% = no enzyme wells
BoNT F protease – inhibitors of Botulinum neurotoxin F light chain protease; 360,000 compounds, 0.22% hits; Multiplex microsphere protease cleavage assay, flow cytometry; AID 588497; inhibition, % at 10 µM; in the data active = inhibition above about 35%, passing the limit was not always enough; also: plate controls were buffer without enzyme for full effect and enzyme alone for no effect
SARS 3CLpro inh – SARS-CoV 3CLpro protease inhibition. inhibition, % at 6 µM. 290,000 compounds, 0.14% hits. AID 1706. recombinant SARS-CoV 3CLpro, quenched FRET peptide cleavage. P0C6X7; in the data active = inhibition above about 12%
DUSP3 inh – inhibitors of human VHR1 phosphatase (DUSP3) | P51452 | recombinant VHR phosphatase, pNPP absorbance | inhibition, % at 13.3 µM | 290,000 compounds, 0.52% hits; in the data active = inhibition above about 50%; also: some compounds called inactive have numbers as strong as hits
Target sequence (P51452 whole entry, looked up): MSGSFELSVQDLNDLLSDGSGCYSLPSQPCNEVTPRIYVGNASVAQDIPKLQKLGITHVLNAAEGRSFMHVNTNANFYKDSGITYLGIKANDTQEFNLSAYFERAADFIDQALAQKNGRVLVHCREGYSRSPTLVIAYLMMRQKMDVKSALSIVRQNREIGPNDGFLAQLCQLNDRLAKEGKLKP
Anthrax LF inh2 – blocks Bacillus anthracis lethal factor protease. multiplex microsphere protease cleavage assay, LF. inhibition, % at 10 µM. 360,000 compounds, 0.12% hits. AID 588501; also: plate controls were buffer without enzyme for full effect and enzyme alone for no effect
Target sequence (P15917 whole entry, looked up): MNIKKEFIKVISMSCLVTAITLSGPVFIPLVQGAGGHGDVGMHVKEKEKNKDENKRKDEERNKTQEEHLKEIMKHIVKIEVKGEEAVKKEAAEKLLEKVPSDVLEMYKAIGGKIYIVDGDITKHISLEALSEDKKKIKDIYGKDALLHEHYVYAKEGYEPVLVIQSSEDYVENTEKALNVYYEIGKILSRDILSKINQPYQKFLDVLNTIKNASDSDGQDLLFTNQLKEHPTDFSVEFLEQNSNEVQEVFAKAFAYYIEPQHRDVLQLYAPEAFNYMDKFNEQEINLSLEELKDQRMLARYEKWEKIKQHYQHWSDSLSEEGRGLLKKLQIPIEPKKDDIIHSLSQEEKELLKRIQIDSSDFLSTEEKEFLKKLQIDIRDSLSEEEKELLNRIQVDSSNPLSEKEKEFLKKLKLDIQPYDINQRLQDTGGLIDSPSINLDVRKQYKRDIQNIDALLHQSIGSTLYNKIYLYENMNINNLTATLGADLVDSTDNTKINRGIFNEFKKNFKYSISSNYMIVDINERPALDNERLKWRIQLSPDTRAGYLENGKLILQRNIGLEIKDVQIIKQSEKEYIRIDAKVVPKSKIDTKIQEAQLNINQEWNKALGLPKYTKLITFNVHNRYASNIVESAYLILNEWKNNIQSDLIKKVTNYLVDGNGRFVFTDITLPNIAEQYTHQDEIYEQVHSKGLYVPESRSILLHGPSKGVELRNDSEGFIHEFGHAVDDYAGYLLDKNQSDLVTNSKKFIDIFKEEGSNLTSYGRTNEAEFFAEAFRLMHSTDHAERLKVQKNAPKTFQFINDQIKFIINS
BoNT-A LC inh2 – inhibitors of Botulinum neurotoxin A light chain protease; multiplex microsphere protease substrate cleavage, flow cytometry; inhibition, % at 10 µM; 360,000 compounds, 0.17% hits; also: plate controls were buffer without enzyme for full effect and enzyme alone for no effect
MazEF act – MazEF (E. coli) toxin RNase activation | P0AE70 | FAM/BHQ RNA-DNA oligo cleavage fluorescence, 5 h | activation, % at 20 µM | 350,000 compounds, 0.32% hits; in the data active = activation above about 50%
Target sequence (P0AE70 whole entry, looked up): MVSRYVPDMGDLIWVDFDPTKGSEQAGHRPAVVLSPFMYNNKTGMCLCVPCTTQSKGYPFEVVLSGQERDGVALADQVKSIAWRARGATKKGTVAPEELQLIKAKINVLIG
PrPC surface inh – inhibitors of human cell surface prion protein PrPC; AID 720596; 370,000 compounds, 0.43% hits; P04156; inhibition, % at 13.8 µM; TR-FRET read-out; in the data active = inhibition above about 24%; also: 0% = median of the test wells and 100% = reference compound wells
PriA SSB inh – inhibitors of Klebsiella pneumoniae PriA binding to SSB C-terminal tail; AlphaScreen SSBct-PriA binding, biotinylated peptide; inhibition, % at 33 µM; 430,000 compounds, 0.6% hits; AID 1272365; in the data active = inhibition mostly above about 37%, no sharp cut-off; inactive = mostly below about 20%;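 also: plate controls were negative control peptide for no effect and reference peptide for full effect; strong numbers were not always called active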
The depositor's hits bear a star. Rule as the data show it, unless noted: active = inhibition above about 30%; inconclusive = no clear call, values can overlap the other calls; inactive = below that.

For Cc1cccc(N2C(=O)/C(=C/N3CCN(C(=O)c4ccco4)CC3)C(=O)NC2=S)c1 the results were Rv3671c inh -8, CCHFV vOTU inh 27, BoNT F protease 0, SARS 3CLpro inh -2, DUSP3 inh -2, Anthrax LF inh2 -1, BoNT-A LC inh2 -0.5, MazEF act -8, PrPC surface inh -3 and PriA SSB inh -4.
For Cc1cccc(CNC(=O)c2ccccc2NC(=O)C2=CSCCO2)c1 the results were Rv3671c inh -15, CCHFV vOTU inh 13, BoNT F protease 11, SARS 3CLpro inh -4, DUSP3 inh 19, Anthrax LF inh2 5, BoNT-A LC inh2 12, MazEF act 9, PrPC surface inh 0 and PriA SSB inh -1.
CC(C)c1nnc(NC(=O)CCC(=O)NC2CCCCC2)s1 was read as Rv3671c inh 7, SARS 3CLpro inh 3, DUSP3 inh 9, MazEF act 0 and PriA SSB inh -6.
For Cc1ccc(NC(=O)NC(=O)CSc2nnnn2C)c(C)c1 the results were Rv3671c inh 7, CCHFV vOTU inh 6, BoNT F protease 0, SARS 3CLpro inh 2, DUSP3 inh 32, Anthrax LF inh2 -1, BoNT-A LC inh2 0.0, MazEF act 2, PrPC surface inh 2 and PriA SSB inh -3.
`O=C(NCCc1ccccn1)C(F)(F)C(F)(F)C(F)(F)C(F)(F)C(F)(F)C(F)F` gave Rv3671c inh -2, CCHFV vOTU inh 27, BoNT F protease -11, SARS 3CLpro inh -4, DUSP3 inh 7, Anthrax LF inh2 -4, BoNT-A LC inh2 -0.9, MazEF act 2, PrPC surface inh 6 and PriA SSB inh -5.
Screening COC(=O)CC1C(=O)NCCN1C(=O)CSc1nc2ccccc2c(=O)n1CC(C)C (configuration not stated) returned Rv3671c inh -7, CCHFV vOTU inh -1, BoNT F protease 3, SARS 3CLpro inh -2, DUSP3 inh 14, Anthrax LF inh2 5, BoNT-A LC inh2 0.7, MazEF act 8, PrPC surface inh 0 and PriA SSB inh 8.
Screening O=C(NCc1ccccc1)C1=C[C@@H](C2CC2)C[C@@H](OCCCCO)O1 returned Rv3671c inh 4, CCHFV vOTU inh 4, BoNT F protease -8, SARS 3CLpro inh 4, DUSP3 inh 14, Anthrax LF inh2 -5, BoNT-A LC inh2 -0.2, MazEF act 2, PrPC surface inh 0 and PriA SSB inh -3.
For COc1cccc(C2=CC(c3ccccc3)n3nnnc3N2)c1 (configuration not stated) the results were Rv3671c inh -4, CCHFV vOTU inh -9, BoNT F protease -5, SARS 3CLpro inh 3, DUSP3 inh 2, Anthrax LF inh2 0, BoNT-A LC inh2 0.5, MazEF act 17, PrPC surface inh 8 and PriA SSB inh -43.
Screening Cc1ccsc1/C=N/N=C/c1sccc1C returned Rv3671c inh -7, CCHFV vOTU inh -1, BoNT F protease 2, SARS 3CLpro inh -1, DUSP3 inh -16, Anthrax LF inh2 -6, BoNT-A LC inh2 -0.7, MazEF act 4 and PrPC surface inh -4.
CC(C)OP(=O)(c1ccc(N(C)C)cc1)C(O)c1c(Cl)cccc1Cl (configuration not stated) was read as Rv3671c inh 1, CCHFV vOTU inh -11, BoNT F protease 0, SARS 3CLpro inh 2, DUSP3 inh 8, Anthrax LF inh2 5, BoNT-A LC inh2 0.1, MazEF act 1, PrPC surface inh 1 and PriA SSB inh 1.
Screening CN1CCN(NC(=O)/C=C/c2ccc(C(C)(C)C)cc2)CC1 returned Rv3671c inh 2, CCHFV vOTU inh -2, BoNT F protease 16, SARS 3CLpro inh 0, DUSP3 inh 2, Anthrax LF inh2 6, BoNT-A LC inh2 3.8, MazEF act 8, PrPC surface inh 3 and PriA SSB inh -20.
For O=C(O)c1cc(Cl)c2c(c1)OCO2 the results were Rv3671c inh -2, CCHFV vOTU inh -3, BoNT F protease -9, SARS 3CLpro inh 1, DUSP3 inh -4, Anthrax LF inh2 -6, BoNT-A LC inh2 -0.8, MazEF act -1, PrPC surface inh 5 and PriA SSB inh -7.
Screening CC1CCCCN1CC(=O)NC(=O)NCc1ccccc1 (configuration not stated) returned Rv3671c inh 2, CCHFV vOTU inh 7, BoNT F protease -1, SARS 3CLpro inh -2, DUSP3 inh 5, Anthrax LF inh2 -1, BoNT-A LC inh2 0.2, MazEF act 5, PrPC surface inh 3 and PriA SSB inh 0.
For COc1ccc(CCNC(=O)CN2C(=O)NC(C)(c3ccc([N+](=O)[O-])cc3)C2=O)cc1 (configuration not stated) the results were Rv3671c inh 2, CCHFV vOTU inh 21, BoNT F protease -1, SARS 3CLpro inh -1, DUSP3 inh -17, Anthrax LF inh2 2, BoNT-A LC inh2 0.5, MazEF act 9, PrPC surface inh -25 and PriA SSB inh 0.
For Nc1ccccc1C(=O)NCCN1CCNC1=O the results were Rv3671c inh -3, CCHFV vOTU inh -26, SARS 3CLpro inh 2, DUSP3 inh 27, MazEF act -3, PrPC surface inh 2 and PriA SSB inh 0.
CC(=O)c1c(C)nn(CC(O)Cn2c3c(c4cc(C)ccc42)CCCC3=O)c1C (configuration not stated) was read as Rv3671c inh 0, CCHFV vOTU inh -7, BoNT F protease -36, SARS 3CLpro inh 5, DUSP3 inh 21, Anthrax LF inh2 1, BoNT-A LC inh2 -0.4, MazEF act -1, PrPC surface inh -8 and PriA SSB inh -11.
Screening O=C(CN(c1ccccc1)S(=O)(=O)c1ccccc1)Nc1ccccc1C(=O)NCc1ccco1 returned Rv3671c inh -18, CCHFV vOTU inh 5, BoNT F protease -5, SARS 3CLpro inh 0, DUSP3 inh -33, Anthrax LF inh2 0, BoNT-A LC inh2 -1.0, MazEF act 0, PrPC surface inh -6 and PriA SSB inh -2.
`Cc1ccc(NC2=C(Cl)C(=O)OC2OC(=O)c2ccccc2)c(C)c1` (configuration not stated) gave Rv3671c inh -10, CCHFV vOTU inh 23, BoNT F protease -6, SARS 3CLpro inh 1, DUSP3 inh -17, Anthrax LF inh2 -3, BoNT-A LC inh2 0.0, MazEF act 21, PrPC surface inh 3 and PriA SSB inh -30.
For Cc1ccc(OCC(O)CN2CCN(CC(O)COc3ccc(C)cc3)CC2)cc1 (configuration not stated) the results were Rv3671c inh 4, CCHFV vOTU inh 5, BoNT F protease -5, SARS 3CLpro inh 5, DUSP3 inh 23, Anthrax LF inh2 0, BoNT-A LC inh2 -2.8, MazEF act -5, PrPC surface inh -15 and PriA SSB inh 2.
For COc1ccc(C2(O)CCN(C(=O)Cc3cccnc3)CC2)cc1 the results were Rv3671c inh 10, CCHFV vOTU inh 1, BoNT F protease -8, SARS 3CLpro inh -5, DUSP3 inh 27, Anthrax LF inh2 -3, BoNT-A LC inh2 0.6, MazEF act 11, PrPC surface inh -4 and PriA SSB inh -29.
Screening Cc1ccc(C(=O)OCC(=O)N(CC(C)C)c2c(N)n(Cc3ccccc3)c(=O)[nH]c2=O)o1 returned Rv3671c inh 0, CCHFV vOTU inh -3, BoNT F protease 0, Anthrax LF inh2 0, BoNT-A LC inh2 1.0, MazEF act 1, PrPC surface inh 1 and PriA SSB inh 5.
Screening CC1=CC(C)(C)Nc2ccc(OC(=O)C(Cc3ccccc3)N3C(=O)C4CCCCC4C3=O)cc21 (configuration not stated) returned Rv3671c inh 12, CCHFV vOTU inh 18, BoNT F protease -5, SARS 3CLpro inh 4, DUSP3 inh 10, Anthrax LF inh2 -2, BoNT-A LC inh2 -0.5, MazEF act 0, PrPC surface inh -7 and PriA SSB inh 17.
CC1CN(C(=S)SCC(=O)c2ccccc2)CC(C)O1 (configuration not stated) was read as Rv3671c inh -4, CCHFV vOTU inh 5, BoNT F protease -2, SARS 3CLpro inh 7, DUSP3 inh -8, Anthrax LF inh2 -1, BoNT-A LC inh2 -0.6, MazEF act -5, PrPC surface inh 0 and PriA SSB inh -19.
For NS(=O)(=O)c1ccc(CCNC(=O)c2ccc(Cl)cc2[N+](=O)[O-])cc1 the results were Rv3671c inh 3, CCHFV vOTU inh 2, BoNT F protease 4, SARS 3CLpro inh 4, DUSP3 inh 8, Anthrax LF inh2 -8, BoNT-A LC inh2 -0.5, MazEF act 3, PrPC surface inh -28 and PriA SSB inh -10.

Overlap with the part before: 2 entries; new compounds follow.
CC1CN(C(=S)SCC(=O)c2ccccc2)CC(C)O1 (configuration not stated) was read as Rv3671c inh -4, CCHFV vOTU inh 5, BoNT F protease -2, SARS 3CLpro inh 7, DUSP3 inh -8, Anthrax LF inh2 -1, BoNT-A LC inh2 -0.6, MazEF act -5, PrPC surface inh 0 and PriA SSB inh -19.
For NS(=O)(=O)c1ccc(CCNC(=O)c2ccc(Cl)cc2[N+](=O)[O-])cc1 the results were Rv3671c inh 3, CCHFV vOTU inh 2, BoNT F protease 4, SARS 3CLpro inh 4, DUSP3 inh 8, Anthrax LF inh2 -8, BoNT-A LC inh2 -0.5, MazEF act 3, PrPC surface inh -28 and PriA SSB inh -10.
For Cc1cc(C)c2c(N=NN3CCCCC3)[nH]nc2n1 the results were Rv3671c inh -2, CCHFV vOTU inh 2, BoNT F protease -11, SARS 3CLpro inh 4, DUSP3 inh -15, Anthrax LF inh2 -2, BoNT-A LC inh2 -1.9, MazEF act 9, PrPC surface inh 4 and PriA SSB inh -11.
Screening Nc1nc(NCCOCCO)nc(NCC2CCCO2)c1[N+](=O)[O-] (configuration not stated) returned Rv3671c inh 3, CCHFV vOTU inh 0, BoNT F protease -4, SARS 3CLpro inh -1, DUSP3 inh 21, Anthrax LF inh2 -8, BoNT-A LC inh2 -1.5, MazEF act 3, PrPC surface inh -9 and PriA SSB inh -18.
Screening Cc1ccc(C(=O)C(C)N2C(=O)NC(C)(c3ccccc3)C2=O)cc1 (configuration not stated) returned Rv3671c inh 2, CCHFV vOTU inh 1, BoNT F protease -12, SARS 3CLpro inh -1, DUSP3 inh 13, Anthrax LF inh2 5, BoNT-A LC inh2 -2.7, MazEF act 13, PrPC surface inh -6 and PriA SSB inh 3.
COc1cc(/C=C2/SC(=S)N(CCC(=O)Nc3cccnc3)C2=O)cc(OC)c1OC was read as CCHFV vOTU inh -3, BoNT F protease 3, Anthrax LF inh2 20, BoNT-A LC inh2 6.7, MazEF act -11 and PrPC surface inh -7.
For CCCc1nc2c(=O)n(C)c(=O)[nH]c2n1C the results were Rv3671c inh 6, CCHFV vOTU inh 6, BoNT F protease 7, SARS 3CLpro inh 1, DUSP3 inh 39, Anthrax LF inh2 -1, BoNT-A LC inh2 -0.2, MazEF act -20, PrPC surface inh 0 and PriA SSB inh -5.
N#Cc1cc(C(=O)c2ccccc2O)cn(-c2ccc(Cl)cc2)c1=O was read as Rv3671c inh -4, CCHFV vOTU inh -2, BoNT F protease -6, SARS 3CLpro inh 0, DUSP3 inh -5, Anthrax LF inh2 -2, BoNT-A LC inh2 0.4, MazEF act -17, PrPC surface inh -8 and PriA SSB inh -4.
O=C(C[C@H]1C/C=C\CCCCC(=O)OC[C@H]2CCCN2C1=O)N[C@H](CO)Cc1ccccc1 was read as Rv3671c inh 0, CCHFV vOTU inh 0, BoNT F protease 0, Anthrax LF inh2 -4, BoNT-A LC inh2 -0.1, MazEF act 4, PrPC surface inh 4 and PriA SSB inh -4.
`COc1ccccc1NC(=O)N1CCN(c2cccc(C(F)(F)F)c2)CC1` gave Rv3671c inh 4, CCHFV vOTU inh -1, BoNT F protease -3, SARS 3CLpro inh 0, DUSP3 inh 10, Anthrax LF inh2 -1, BoNT-A LC inh2 -1.4, MazEF act -13, PrPC surface inh -2 and PriA SSB inh -12.
`O=C(CCn1c(=O)[nH]c2ccccc2c1=O)Nc1ccccc1` gave Rv3671c inh -2, CCHFV vOTU inh -14, BoNT F protease -3, SARS 3CLpro inh 2, DUSP3 inh 34, Anthrax LF inh2 0, BoNT-A LC inh2 -0.7, MazEF act -2, PrPC surface inh 1 and PriA SSB inh -10.
`O=C1/C(=C\c2cc3c(cc2Br)OCO3)N2CCC1CC2` gave Rv3671c inh -14, BoNT F protease -1, SARS 3CLpro inh 7, DUSP3 inh 7, Anthrax LF inh2 1, BoNT-A LC inh2 -0.4, MazEF act 8 and PriA SSB inh -1.
`O=C(NCCN1CCOCC1)/C(=C\c1ccccc1Cl)NC(=O)c1ccccc1` gave Rv3671c inh 5, CCHFV vOTU inh 6, BoNT F protease 5, SARS 3CLpro inh 9, DUSP3 inh -1, Anthrax LF inh2 -2, BoNT-A LC inh2 0.9, MazEF act 4, PrPC surface inh -6 and PriA SSB inh -4.

An excerpt, so the mix of outcomes need not match the whole.
